UGM FP inh – M. tuberculosis UGM enzyme inhibitors, primary screen, biochemical, fluorescence polarization, single point; UDP-galactopyranose mutase (Mycobacterium tuberculosis (strain ATCC 25618 / H37Rv)), …; purified UGM, fluorescence polarization probe displacement; inhibition, % at 10 µM; actives 0.06% (n = 320,000); in the data active = inhibition above about 10%, passing the limit was not always enough; inconclusive = no clear call, values can overlap the other calls
Target sequence (P9WIQ1 whole entry, looked up): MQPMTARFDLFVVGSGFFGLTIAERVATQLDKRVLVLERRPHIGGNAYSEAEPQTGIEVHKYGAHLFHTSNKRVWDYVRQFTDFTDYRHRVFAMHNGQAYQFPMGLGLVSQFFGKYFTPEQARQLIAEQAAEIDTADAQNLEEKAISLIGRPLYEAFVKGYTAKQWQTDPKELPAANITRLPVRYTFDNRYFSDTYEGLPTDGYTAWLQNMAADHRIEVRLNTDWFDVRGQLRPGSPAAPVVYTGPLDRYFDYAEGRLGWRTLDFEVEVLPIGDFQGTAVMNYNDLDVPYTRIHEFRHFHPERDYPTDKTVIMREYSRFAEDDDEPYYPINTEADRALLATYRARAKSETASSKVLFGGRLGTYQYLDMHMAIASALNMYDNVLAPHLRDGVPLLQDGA
BoNT-F LC inh – BoNT/F light chain protease inhibitors, primary screen, biochemical, flow cytometry, MLPCN library | Multiplex microsphere protease cleavage assay | inhibition, % at 10 µM | actives 0.22% (n = 360,000); in the data active = inhibition above about 35%, passing the limit was not always enough; inconclusive = no clear call, values can overlap the other calls; note: plate controls were buffer without enzyme for full effect and enzyme alone for no effect
PrPC surface inh – inhibitors of human cell surface prion protein PrPC, primary screen, cell-based, TR-FRET; inhibition, % at 13.8 µM; actives 0.43% (n = 370,000); TR-FRET read-out; AID 720596, 2013; in the data active = inhibition above about 24%; note: 0% = median of the test wells and 100% = reference compound wells
Rv3671c protease – Rv3671c serine protease inhibitors, primary screen, biochemical, fluorescence polarization, M. tuberculosis H37Rv; actives 0.048% (n = 320,000); AID 2606, 2010; inhibition, % at 5.96 µM; P9WHR9; in the data active = inhibition above about 38%;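 note: extracellular domain of Rv3671c used as enzyme; 0% = enzyme with DMSO and 100% = no enzyme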
Target sequence (P9WHR9 whole entry, looked up, the tested form may be a part): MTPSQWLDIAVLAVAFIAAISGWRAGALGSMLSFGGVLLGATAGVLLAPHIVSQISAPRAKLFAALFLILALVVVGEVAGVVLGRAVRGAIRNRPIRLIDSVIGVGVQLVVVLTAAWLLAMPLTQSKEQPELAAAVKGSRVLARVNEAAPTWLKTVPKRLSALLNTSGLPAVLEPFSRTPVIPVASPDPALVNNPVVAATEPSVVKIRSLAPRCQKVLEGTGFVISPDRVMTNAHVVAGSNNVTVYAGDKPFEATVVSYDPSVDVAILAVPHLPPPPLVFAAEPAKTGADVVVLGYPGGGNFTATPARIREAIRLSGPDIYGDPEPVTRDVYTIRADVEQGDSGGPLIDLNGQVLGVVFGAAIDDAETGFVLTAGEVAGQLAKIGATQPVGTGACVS
FadD28 binding – inhibitors of FadD28 bisubstrate probe binding, primary screen, biochemical, fluorescence polarization, single point; inhibition, % at 12.5 µM; actives 0.22% (n = 360,000); AID 588549, 2011; in the data active = inhibition above about 8.5%, passing the limit was not always enough; inconclusive = no clear call, values can overlap the other calls
Mtb BioA inh – M. tuberculosis BioA enzyme inhibitors, primary screen, biochemical, plate reader, single point, HTS; actives 0.096% (n = 360,000); purified M. tuberculosis BioA enzyme; inhibition, % at 9.99 µM; 7,8-diaminopelargonic acid synthase BioA (Mycobacterium tuberculosis); AID 602481, 2012; in the data active = inhibition above about 40%; inconclusive = no clear call, values can overlap the other calls
GDH-TPI inh – GDH-TPI coupling enzyme inhibitors, primary screen, artefact control for M. tuberculosis FBA inhibitor project, biochemical, absorbance, full deck; GDH-TPI coupled enzyme counterscreen, NADH absorbance; inhibition, % at 4.8 µM; actives 1.2% (n = 360,000); AID 588335, 2011; in the data active = inhibition above about 30%;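 note: 0% = DMSO wells and 100% = wells lacking the enzyme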
MazEF act – activators of E. coli MazEF toxin-antitoxin RNase, primary screen, biochemical, fluorescence, uHTS; Endoribonuclease toxin MazF (Escherichia coli (strain K12)), P0AE70; FAM/BHQ RNA-DNA oligo cleavage fluorescence, 5 h; activation, % at 20 µM; actives 0.32% (n = 350,000); in the data active = activation above about 50%
Target sequence (P0AE70 whole entry, looked up): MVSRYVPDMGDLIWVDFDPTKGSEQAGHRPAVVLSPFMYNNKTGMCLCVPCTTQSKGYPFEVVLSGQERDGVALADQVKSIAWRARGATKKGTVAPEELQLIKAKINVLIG
Mtb FBA inh – Mtb FBA enzyme inhibitors, primary screen, biochemical, fluorescence, strain H37Rv; purified M. tuberculosis FBA, fluorescence read-out; inhibition, % at 1 µM; actives 2.3% (n = 360,000); AID 588726, 2011; in the data active = inhibition above about 27%;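 note: 0% = vehicle and 100% = reference inhibitor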
Active calls of the source: *; ? = inconclusive; / = not tested or not shown.

#	mol	UGM FP inh	BoNT-F LC inh	PrPC surface inh	Rv3671c protease	FadD28 binding	Mtb BioA inh	GDH-TPI inh	MazEF act	Mtb FBA inh
1	CCOc1ccc(NC(=O)CSc2nc3c(c(=O)n2-c2ccccc2OC)SCC3)cc1	2.3	-4	-6	-6	0.4	-0.4	18	11	1
2	COc1ccc(S(=O)(=O)N(CC(=O)NCC2CCCO2)Cc2ccccc2)cc1 (stereo not given)	-0.1	-2	-6	-1	/	0.2	-2	7	2
3	Cc1ccccc1NS(=O)(=O)c1cc(C(=O)NCCC2=CCCCC2)ccc1Cl	0.0	0	14	-17	0.4	/	-11	-2	0
4	O=C(OCc1ccccc1)c1cnc(Cl)c(Cl)c1	1.4	-2	9	-4	-0.6	-1.1	7	3	2
5	O=C1N(c2ccccc2)CCN1c1ccccc1	2.6	?	0	-9	-2.8	0.4	7	6	-4
6	Cc1c(C)c2ccc(OCC(=O)NCCCN3CCCC3=O)cc2oc1=O	-1.8	0	1	5	-1.4	3.8	20	5	87*
7	CCC(c1nnnn1CCOC)N(Cc1cc2c(C)cc(C)cc2[nH]c1=O)CC1CCCO1 (stereo not given)	2.7	-5	3	-3	-2.6	-0.9	20	1	14
8	O=C(NCCN1CCOCC1)c1ccc(N2CCCC2)c([N+](=O)[O-])c1	-5.5	-2	-8	-7	-2.5	/	9	2	-2

Overlap with the part before: 3 entries, followed by the next part.
#	mol	UGM FP inh	BoNT-F LC inh	PrPC surface inh	Rv3671c protease	FadD28 binding	Mtb BioA inh	GDH-TPI inh	MazEF act	Mtb FBA inh
6	Cc1c(C)c2ccc(OCC(=O)NCCCN3CCCC3=O)cc2oc1=O	-1.8	0	1	5	-1.4	3.8	20	5	87*
7	CCC(c1nnnn1CCOC)N(Cc1cc2c(C)cc(C)cc2[nH]c1=O)CC1CCCO1 (stereo not given)	2.7	-5	3	-3	-2.6	-0.9	20	1	14
8	O=C(NCCN1CCOCC1)c1ccc(N2CCCC2)c([N+](=O)[O-])c1	-5.5	-2	-8	-7	-2.5	/	9	2	-2
9	CN(C(=O)c1cc2n(n1)C(C(F)(F)F)CC(c1ccco1)N2)c1ccc(OC(F)(F)F)cc1 (stereo not given)	2.3	-6	-4	-6	0.5	-1.0	10	7	-1
10	O=c1nccc(N/N=C/c2ccccc2O)[nH]1	-0.4	1	11	/	0.6	/	38*	1	2
11	Cc1ccc(C)c(N2CCN(C(=O)c3cn(C)c4ccc(S(=O)(=O)N(C)C)cc4c3=O)CC2)c1	0.3	-1	10	-1	-0.7	3.6	2	-2	4
12	CC(=O)Nc1ccc(/C=C(\C#N)C(=O)NC2CCCCC2)cc1	3.1	-8	-4	-9	-2.6	/	20	1	8
13	CCOc1ccccc1NC(=O)N1CCC(NC(=O)c2ccccc2C)CC1	2.0	-10	-7	1	-1.6	-0.4	-5	-3	4
14	O=C(O)CCCNS(=O)(=O)c1ccccc1	0.4	-6	4	-1	-5.0	-3.2	-5	-7	-1
15	CCOC(=O)Nc1ccc2c(c1)N(C(=O)CCCl)c1ccccc1[S@]2=O	1.0	2	5	-8	-3.0	0.2	11	-7	2
16	O=C(CSc1ncccn1)NC(=O)NC1CCCC1	/	2	2	/	-4.7	-0.3	-6	14	-2
17	CNC(=O)c1[nH]cnc1C(=O)N[C@@H](CCCCNC(=O)OC(C)(C)C)C(=O)OC(C)(C)C	1.2	4	-10	4	-3.1	1.3	10	7	1
18	Cc1cc(C)n2nc(SCC(=O)N3CCc4ccccc43)nc2n1	-0.1	3	2	0	-0.5	/	3	9	0
19	O=S(=O)(Nc1ncccn1)c1ccc(Cl)cc1	-3.2	/	-5	6	-0.1	-0.6	14	6	1
20	C#CCNC(=O)C1=C[C@H](C(C)(C)C)C[C@H](OCc2ccc(CO)cc2)O1	2.6	-6	8	-1	-3.7	-0.2	-6	9	-2
21	O=C(O)CCCC(=O)Nc1ccc(Br)cc1C(=O)O	7.6	0	-2	7	-0.8	-3.3	-9	2	4
22	CON1C(=O)C(=O)N(OC)C(C)(C)C1C (stereo not given)	0.3	8	-3	-8	-1.2	-4.9	1	-2	2
23	CCCn1nc(NC(=O)C2CCCO2)c2cc3ccc(C)cc3nc21 (stereo not given)	-1.8	?	-3	-1	-1.2	-0.2	-3	-2	12
24	CN1CCN(C2CCCCC2NS(=O)(=O)c2ccccc2)CC1 (stereo not given)	2.1	-7	5	6	-2.0	-2.1	-3	3	3
25	CC(=O)Nc1ccc(S(=O)(=O)N2CCN(Cc3ccccn3)CC2)cc1	2.3	0	4	-15	-2.0	5.3	0	10	-1
26	CC(C)[C@H]1CC2C3CC=C4C[C@@H](O)CC[C@]4(C)C3CC[C@]2(C)[C@H]1O (stereo not given in full)	1.6	10	9	-5	0.4	-2.4	4	16	5
27	Cn1cc2cc(NC(N)=S)ccc2n1	1.3	-6	-4	1	1.3	0.0	-3	-19	12
28	O=C(CCCCn1c(=O)c2ccccc2n(Cc2ccc(F)cc2Cl)c1=O)NCc1ccco1	0.7	-2	2	-7	-2.4	0.8	6	3	2
29	CN(/N=C/Cc1nnnn1-c1ccc(Cl)cc1)c1ccccc1	-0.5	-8	-2	0	-1.4	/	-2	-5	-2
30	COC1=CCC2([N+](=O)[O-])CN(CC(=O)O)CC1([N+](=O)[O-])C2 (stereo not given)	1.2	-1	-5	6	-3.5	/	-1	0	-1
31	Nc1ccc(C(=O)n2c3ccccc3c3ccccc32)cc1	-1.6	1	21	-7	-18	-1.2	6	1	-1
32	CCOC(=O)c1sc(=S)n(CC)c1NC(=O)c1ccccc1C	1.8	6	0	-5	-2.2	0.0	30	-3	1
33	O=C1CC(c2ccc(S(=O)(=O)NCc3ccccc3)cc2)CN1 (stereo not given)	4.2	-11	-1	9	1.5	-0.6	10	-1	5
34	COCCCNC(=O)c1ccc(Cn2c(=O)c3ccccc3n(Cc3ccccc3C#N)c2=O)cc1	0.3	1	-2	-2	1.8	-2.8	1	-10	1
35	COc1ccc(/C=N/NC(=O)C(C)n2cnc3ccccc3c2=O)cc1 (stereo not given)	0.3	0	-8	-6	-2.1	2.5	10	0	-1
36	COC(=O)c1ccc(-n2nnnc2SCc2ccccc2OC)cc1	0.3	-7	8	6	-4.4	1.0	-4	-1	-9
37	CCC(=O)N1CCCC(C)(C(=O)Nc2nccc3ccccc23)C1 (stereo not given)	/	-2	-9	/	-0.8	-0.3	1	/	-1
38	CCOc1ccc(/C=N/NC(=O)c2ccccc2O)cc1CN1CC2CC(C1)c1cccc(=O)n1C2 (stereo not given)	1.1	-3	-1	-12	-3.9	-0.3	24	0	2
39	COc1ccccc1NC(=O)/C=C1\SCC(=O)N1C	-0.6	-5	3	-3	-2.4	/	5	3	-1
40	O=c1[nH]c2ccccc2nc1C(F)(F)C(F)F	0.8	4	1	-4	0.4	/	23	6	14
41	O=C(CSc1nnc(NC(=O)c2ccc(S(=O)(=O)N3CCOCC3)cc2)s1)Nc1ccccc1C(F)(F)F	2.1	0	4	-3	-1.9	-1.3	16	-2	1
42	CC(/C=C\c1ccccc1)=C/C(=O)O	2.9	0	-5	6	1.0	/	3	1	-1
43	Cc1ccccc1Nc1ncnc2[nH]ncc12	/	-3	7	/	-0.9	0.8	4	-1	2
44	O=C(CCCn1c(=O)c2cccn2c2cccnc21)NCc1cccc(Br)c1	1.5	3	6	-3	1.3	-0.4	19	0	5
45	CCOC(=O)c1c(C)[nH]c(C)c1C(=O)COC(=O)c1ccc(Cl)c(S(N)(=O)=O)c1	3.8	7	8	1	-4.8	0.9	3	4	1
46	CN(C)C(=S)c1ccc(N(C)C)cc1	-0.7	-1	0	11	-2.5	/	16	0	-4
47	Cc1cc(C)c2cccc(N)c2n1	-1.3	-12	-2	3	-0.9	-1.7	10	2	1
48	CCCN(C(=O)CSc1nc2c(cnn2-c2ccccc2)c(=O)[nH]1)C1CCS(=O)(=O)C1 (stereo not given)	-1.7	-7	-5	-3	-0.7	1.2	0	4	0
49	CCCN1CCN(CCCNC(=O)c2ccc(NC(=O)C3=C(C)OCCS3)cc2)CC1	0.3	0	-1	1	1.4	-1.4	7	-2	2
50	CN(C)C(=S)N=c1ssc(=S)n1Cc1ccco1	/	-14	1	/	-3.8	/	1	6	-2
51	CCOc1ccc(NC(=O)CSc2ccc(-c3ccccn3)nn2)cc1	/	-6	5	-11	-1.9	/	2	-13	3
52	CC1=NN(C(=O)Cc2ccc([N+](=O)[O-])cc2)C(O)(c2ccccc2)C1 (stereo not given)	2.5	7	-14	9	-0.3	/	6	-6	0
53	CCOc1ccccc1C(=O)NC(C)c1ccc2c(c1)OCO2 (stereo not given)	0.5	2	10	0	-3.3	5.0	1	2	-1
54	O=C(COC(=O)C1CCN(S(=O)(=O)c2ccc(Cl)c(C(F)(F)F)c2)CC1)NCC1CCCO1 (stereo not given)	/	2	-5	/	-0.2	0.7	5	-7	0
55	CCN(CC)CCNC(=O)c1cn(-c2ccccc2)nc1-c1cccs1	-0.3	-4	-8	-5	-2.3	-1.1	-8	15	2
56	CCCCn1c(/C=C/c2ccco2)nc2ccccc21	0.4	-4	8	-5	0.9	-6.5	2	6	13
57	Cc1ccc(NCc2ccccc2F)cc1	0.2	-6	-2	0	-3.1	/	-9	1	-1
58	FC(F)(F)c1cccc(Cc2noc(CN3CCSCC3)n2)c1	-1.6	3	3	9	-0.3	/	-4	-5	-1
59	COc1cccc(N2CCN(c3nc(C)c(C)c(=O)[nH]3)CC2)c1	-0.9	-3	10	-8	-3.7	-0.5	-11	1	0
60	CC(=O)Nc1ccc(N2C(=O)CSC2c2cccc(Br)c2)cc1 (stereo not given)	-0.8	-7	4	-10	-5.0	-0.4	-1	4	-1
61	COc1cc(/C=C2\SC(=S)N(N(C)c3ccccc3)C2=O)ccc1O	-1.5	1	3	-17	0.4	/	-4	-38	1
62	C[C@]12CCC3C(CC[C@H]4C[C@H](O)CC[C@]34C)C1CC(=O)[C@@H]2O (stereo not given in full)	4.2	-5	7	2	-0.2	0.2	0	2	1
63	CCc1nc(NCC2CCCO2)c(C#N)c2c1COC(C)(C)C2 (stereo not given)	1.9	-1	1	-5	-2.7	-0.6	9	1	71*
64	CC1=C(C(=O)OCC2CCCO2)C(c2coc3ccc(Cl)cc3c2=O)C2=C(CCCC2=O)N1 (stereo not given)	-1.0	1	1	9	-3.8	7.9	2	11	-2

Other entries follow:
#	mol	UGM FP inh	BoNT-F LC inh	PrPC surface inh	Rv3671c protease	FadD28 binding	Mtb BioA inh	GDH-TPI inh	MazEF act	Mtb FBA inh
65	COc1ccccc1CNC(=O)C(C)c1ccc([N+](=O)[O-])cc1 (stereo not given)	-1.8	-3	-7	-9	2.4	/	4	1	0
66	COc1cc(NS(=O)(=O)c2ccc(NC(=S)NC(C)=O)cc2)nc(OC)n1	3.7	-2	8	-2	-4.1	-1.7	5	5	1
67	Cc1ccc(NC(=O)CN(C)c2ccc(S(=O)(=O)N3CCCC3)cn2)cc1	-2.0	1	0	4	-0.1	-2.8	8	6	-2
68	CCCS(=O)(=O)NC(=O)C1(C)CCCN(C(=O)c2ccncc2)C1 (stereo not given)	/	-4	7	/	-2.3	-2.3	-8	/	1
69	Cc1sc(NC(=O)/C=C/C(=O)O)c(C(N)=O)c1-c1ccc(C(C)(C)C)cc1	1.1	0	10	3	0.6	/	15	-4	-3
70	Cc1noc(C)c1-c1ccc2ncnc(NC(C)c3ccco3)c2c1 (stereo not given)	4.0	-29	2	6	-1.7	7.6	21	20	9

Some of the entries so far, screen by screen:
[68] CCCS(=O)(=O)NC(=O)C1(C)CCCN(C(=O)c2ccncc2)C1 (stereo not given)
[69] Cc1sc(NC(=O)/C=C/C(=O)O)c(C(N)=O)c1-c1ccc(C(C)(C)C)cc1

entry no.,68,69
UGM FP inh,/,1.1
BoNT-F LC inh,-4,0
PrPC surface inh,7,10
Rv3671c protease,/,3
FadD28 binding,-2.3,0.6
Mtb BioA inh,-2.3,/
GDH-TPI inh,-8,15
MazEF act,/,-4
Mtb FBA inh,1,-3
